SENP6 block = SENP6 protease inhibitors, primary screen, biochemical, luminescence, uHTS; Sentrin-specific protease 6 (Homo sapiens), Q9GZR1; Recombinant SENP6 catalytic domain, aminoluciferin luminescence; inhibition, % at 10 µM; hit rate 1.8% among 330,000; AID 2599, 2010;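 active means inhibition above about 50% at the single tested dose, limit read from the data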;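 further: plate controls were DMSO wells with enzyme for no effect and DMSO wells lacking enzyme for full effect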
Target sequence (Q9GZR1 628-1112 limits assumed): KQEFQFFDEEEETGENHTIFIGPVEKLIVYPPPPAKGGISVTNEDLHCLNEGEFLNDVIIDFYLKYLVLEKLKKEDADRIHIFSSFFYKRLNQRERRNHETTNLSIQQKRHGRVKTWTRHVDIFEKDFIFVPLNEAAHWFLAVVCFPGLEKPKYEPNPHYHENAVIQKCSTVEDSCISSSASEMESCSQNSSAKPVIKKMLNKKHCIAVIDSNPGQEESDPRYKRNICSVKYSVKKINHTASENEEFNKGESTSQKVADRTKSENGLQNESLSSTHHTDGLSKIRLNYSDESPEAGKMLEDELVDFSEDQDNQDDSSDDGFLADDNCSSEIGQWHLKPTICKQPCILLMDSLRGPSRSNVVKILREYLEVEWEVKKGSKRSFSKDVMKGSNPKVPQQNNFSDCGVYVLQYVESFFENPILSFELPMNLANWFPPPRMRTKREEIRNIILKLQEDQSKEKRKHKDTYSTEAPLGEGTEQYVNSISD
SENP8 block-1 = human SENP8 protease inhibitors, primary screen, biochemical, fluorescence, Nedd8 protein substrate, uHTS. inhibition, % at 20 µM. hit rate 0.64% among 360,000. AID 602440, 2012. Sentrin-specific protease 8 (Homo sapiens), Q96LD8. recombinant SENP8; in the data active means inhibition mostly above about 40%, no sharp cut-off; inactive means mostly below about 27%
SENP1 inh = human SENP1 catalytic domain inhibitors, primary screen, biochemical, FRET, uHTS. hit rate 0.21% among 360,000. AID 624204, 2012. recombinant SENP1 catalytic domain, CyPet-SUMO1-YPet FRET cleavage. Sentrin-specific protease 1 (Homo sapiens), Q9P0U3. inhibition, % at 10 µM;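 active means inhibition at least 30% at 10 µM, raw YFP signal under a set limit, fluorescence ratio 0.5 to 1.5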;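 further: 0% = enzyme with DMSO and 100% = no enzyme wells; some results filed as inactive read as strong as hits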
Target sequence (Q9P0U3 419-644 limits assumed): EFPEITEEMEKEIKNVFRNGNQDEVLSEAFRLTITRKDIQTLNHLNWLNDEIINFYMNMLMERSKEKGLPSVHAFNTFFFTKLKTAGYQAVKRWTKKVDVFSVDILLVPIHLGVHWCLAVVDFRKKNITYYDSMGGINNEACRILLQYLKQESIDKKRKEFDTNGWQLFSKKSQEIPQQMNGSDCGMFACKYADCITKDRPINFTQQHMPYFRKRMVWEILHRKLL
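Material – human SENP1 catalytic domain · Input – SENP1 enzyme, 20 pM final · Compound dosing – single concentration of 10 µM compound, 0.5% DMSO final · Timing – enzyme reaction for 50 min at room temperature, dark · Measured by – FRET fluorescence in CFP and YFP emission channels · Control set – no-enzyme wells low, DMSO-plus-enzyme wells high control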
PfGluPho inh = PfG6PD enzyme inhibitors, primary screen, biochemical, fluorescence intensity, uHTS. glucose-6-phosphate dehydrogenase-6-phosphogluconolactonase (Plasmodium falciparum 3D7). PfGluPho enzyme, NADPH resazurin-diaphorase fluorescence. inhibition, % at 20 µM. hit rate 0.78% among 350,000;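 active means inhibition reaching at least a set limit at 20 µM in the primary screen, cut at about 59% in these data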;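 further: 0% = DMSO wells with substrate and 100% = DMSO wells lacking glucose-6-phosphate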
SENP7 inh = SENP7 protease inhibitors, primary screen, biochemical, luminescence, uHTS. Sentrin-specific protease 7 (Homo sapiens), Q9BQF6. recombinant SENP7, Z-RLRGG-aminoluciferin luminescence, 40 min. inhibition, % at 5 µM. hit rate 1.5% among 330,000. AID 434973, 2010;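 active means inhibition above about 50% at the single test dose, limit read from the data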;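 further: plate controls were DMSO with enzyme for no effect and no enzyme buffer wells for full effect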
Target sequence (Q9BQF6 706-1050 limits assumed): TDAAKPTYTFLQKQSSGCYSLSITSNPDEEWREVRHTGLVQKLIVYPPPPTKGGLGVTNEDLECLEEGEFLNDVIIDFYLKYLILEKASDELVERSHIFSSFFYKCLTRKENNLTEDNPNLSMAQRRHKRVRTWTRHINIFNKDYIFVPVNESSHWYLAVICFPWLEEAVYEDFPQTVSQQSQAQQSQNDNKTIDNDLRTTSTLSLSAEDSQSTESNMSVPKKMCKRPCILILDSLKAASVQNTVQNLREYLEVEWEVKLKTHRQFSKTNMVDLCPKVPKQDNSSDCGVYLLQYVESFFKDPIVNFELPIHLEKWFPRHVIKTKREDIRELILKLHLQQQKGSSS
HKDC1 inh = HKDC1 hexokinase inhibitors, primary screen, biochemical, fluorescence, uHTS | Q2TB90 | recombinant HKDC1, G6PDH/diaphorase resazurin coupled fluorescence | inhibition, % at 20 µM | hit rate 0.16% among 340,000 | AID 493160, 2011;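 active means inhibition above about 35% when tested at 20 µM, limit read from the data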;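 further: plate controls were DMSO wells with enzyme for no effect and DMSO wells lacking enzyme for full effect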
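Test system: Recombinant HKDC1 (HK5) hexokinase enzyme, produced in-house | Input: HKDC1 at 5 µg/mL | Buffer or medium: Tris pH 8.0 buffer with MgCl2, Tween-20, BSA, BME | Schedule: 90 min reaction incubation at room temperature, dark | Technique: Resazurin-to-resorufin fluorescence via G6PDH and diaphorase coupling, 525/613 nm | Controls: DMSO wells with and without enzyme mix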
UBC13 polyUb = UBC13 polyubiquitin chain formation inhibitors, primary screen, biochemical, TR-FRET, uHTS; Ubiquitin-conjugating enzyme E2 N (Homo sapiens), P61088; inhibition, % at 20 µM; hit rate 0.47% among 330,000; in the data active means inhibition above about 45%, passing the limit was not always enough
MIN6 prolif = inducers of MIN6 beta-cell proliferation, primary screen, ATP luminescence, uHTS; hit rate 0.29% among 330,000; proliferation, % at 10 µM; MIN6 cells proliferation, ATPlite luminescence, 48 h; cells starved in 0.2% serum; 100% = growth in 10% serum;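 active means compounds whose signal lies at least 3.5 SD above the mean of all wells on their plate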;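 further: 0% = DMSO-treated cells in low-serum medium and 100% = 10% serum control; some compounds called inactive have numbers as strong as hits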
SENP8 block-2 = SENP8 protease inhibitors, primary screen, biochemical, luminescence. Sentrin-specific protease 8 (Homo sapiens), Q96LD8. purified SENP8, Z-RLRGG-aminoluciferin cleavage. inhibition, % at 10 µM. hit rate 1.2% among 330,000. AID 2540, 2010; in the data active means inhibition above about 50%
Numbers without * were called inactive.

Screening Cc1cc(C)c(-c2cc(NC(=O)CSc3n[nH]c(N)n3)n(-c3ccccc3)n2)cc1C returned SENP6 block -18, SENP8 block-1 22, SENP1 inh 1, PfGluPho inh -8, SENP7 inh -8, HKDC1 inh 6, UBC13 polyUb -4, MIN6 prolif -4 and SENP8 block-2 -9.
O=C(NCC(c1ccco1)N1CCCC1)c1cccc(S(=O)(=O)N2CCOCC2)c1 (stereo not given) was read as SENP6 block -10, SENP8 block-1 10, SENP1 inh -1, PfGluPho inh -4, SENP7 inh -8, HKDC1 inh -2, UBC13 polyUb -8, MIN6 prolif -2 and SENP8 block-2 -9.
CCOC(=O)N1CCC2(CC1)C(C#N)=C(N)Oc1n[nH]c(CSc3ccc(C)cc3)c12 was read as SENP6 block -1, SENP8 block-1 1, SENP1 inh 1, PfGluPho inh -2, SENP7 inh -1, HKDC1 inh 1, UBC13 polyUb 8, MIN6 prolif -2 and SENP8 block-2 0.
Screening Cc1nnc2sc(SCC(=O)N3CCc4ccccc43)nn2c1=O returned SENP8 block-1 26, SENP1 inh 1, PfGluPho inh -13 and HKDC1 inh 13.
`COc1ccccc1C(=O)NCCCN1CCCC1=O` gave SENP6 block -7, SENP8 block-1 15, SENP1 inh 1, PfGluPho inh -2, SENP7 inh -2, HKDC1 inh -13, UBC13 polyUb 2, MIN6 prolif 0 and SENP8 block-2 0.
Cc1ccc(-c2nn(CCC(=O)NC(C)C)c(=O)c3ccccc23)cc1 was read as SENP6 block 7, SENP8 block-1 10, SENP1 inh 0, PfGluPho inh -7, SENP7 inh -9, HKDC1 inh -4, UBC13 polyUb -9, MIN6 prolif 2 and SENP8 block-2 -7.
O=C(N/N=C/c1ccco1)c1cc(C2CC2)[nH]n1 was read as SENP6 block -12, SENP8 block-1 13, SENP1 inh 0, PfGluPho inh 7, SENP7 inh 4, HKDC1 inh 0, UBC13 polyUb 1, MIN6 prolif -1 and SENP8 block-2 -2.
Screening CCc1noc(C)c1C(=O)NNC(=O)COc1ccc(C)c(C)c1 returned SENP6 block -11, SENP8 block-1 6, SENP1 inh 0, PfGluPho inh -8, SENP7 inh -16, HKDC1 inh -3, UBC13 polyUb -7, MIN6 prolif 1 and SENP8 block-2 -17.
Screening O=C(NCc1csc(-c2cccs2)n1)Nc1cccc(Cl)c1 returned SENP6 block -6, SENP8 block-1 -293, SENP1 inh 0, PfGluPho inh 12, SENP7 inh -2, HKDC1 inh 5, UBC13 polyUb 10, MIN6 prolif -2 and SENP8 block-2 1.
`COc1cc(NC(=O)c2ccco2)ccc1NC(=O)C(C)C` gave SENP6 block -4, SENP8 block-1 10, SENP1 inh 1, PfGluPho inh 13, SENP7 inh 7, HKDC1 inh 11, UBC13 polyUb -7, MIN6 prolif -2 and SENP8 block-2 6.
`COC(=O)C(NC(=O)c1cccnc1Cl)C(C)C` (stereo not given) gave SENP6 block -5, SENP8 block-1 23, SENP1 inh 1, PfGluPho inh -6, SENP7 inh -9, HKDC1 inh -8, UBC13 polyUb -9, MIN6 prolif -3 and SENP8 block-2 -8.
Screening C=CCn1cnc2c(c1=O)c1nc3ccccc3nc1n2/N=C/c1cccc(OC)c1OC returned SENP6 block -6, SENP8 block-1 -120, SENP1 inh -11, PfGluPho inh 18, SENP7 inh -1, HKDC1 inh 20, UBC13 polyUb 20, MIN6 prolif -2 and SENP8 block-2 7.
`Nc1cc(-c2ccc(Br)cc2)nc2cc(-c3ccccc3)nn12` gave SENP6 block 19, SENP8 block-1 -424, SENP1 inh -11, PfGluPho inh -7, SENP7 inh 5, HKDC1 inh 8, UBC13 polyUb 9, MIN6 prolif 0 and SENP8 block-2 -2.
`O=C(c1oc(=O)c2ccccc2c1-c1ccccc1)N1CCN(C2CCCCC2)CC1` gave SENP6 block 6, SENP8 block-1 3, SENP1 inh -70, PfGluPho inh -12, SENP7 inh -5, HKDC1 inh -6, UBC13 polyUb 6, MIN6 prolif -3 and SENP8 block-2 2.
For O=C(O)c1ccccc1C(=O)NC1CCCc2ccccc21 (stereo not given) the results were SENP6 block 5, SENP8 block-1 19, SENP1 inh -2, PfGluPho inh -10, SENP7 inh -3, HKDC1 inh -4, UBC13 polyUb 0, MIN6 prolif 4 and SENP8 block-2 1.
O=S(=O)(NC1CCCCC1Oc1ccccc1)c1ccc(Cl)cc1 (stereo not given) was read as SENP6 block 1, SENP8 block-1 6, SENP1 inh 1, PfGluPho inh 6, SENP7 inh 2, HKDC1 inh -7, UBC13 polyUb 8, MIN6 prolif -4 and SENP8 block-2 3.
`COc1ccc(-c2ccc3oc(-c4ccsc4)cc3c2)cc1` gave SENP6 block -8, SENP8 block-1 -252, SENP1 inh 2, PfGluPho inh -1, SENP7 inh -8, HKDC1 inh 4, UBC13 polyUb -36, MIN6 prolif 1 and SENP8 block-2 -16.
`CC1CC(C)(C)NC(=S)N1CCC(=O)NCCc1ccc(Cl)cc1` (stereo not given) gave SENP6 block 13, SENP8 block-1 1, SENP1 inh -1, PfGluPho inh 3, SENP7 inh 6, HKDC1 inh -3, UBC13 polyUb -5, MIN6 prolif 1 and SENP8 block-2 -4.
`Cc1ccccc1NC(=S)c1ccc2ccccc2n1` gave SENP6 block 7, SENP8 block-1 31, SENP1 inh 1, PfGluPho inh 45, SENP7 inh -6, HKDC1 inh -4, UBC13 polyUb -10, MIN6 prolif -3 and SENP8 block-2 -14.
`CC(=O)c1ccc(-c2ccc(C(=O)NCC(c3ccco3)N(C)C)o2)cc1` (stereo not given) gave SENP6 block 18, SENP8 block-1 -466, SENP1 inh -11, PfGluPho inh 13, SENP7 inh 4, HKDC1 inh 6, UBC13 polyUb 4, MIN6 prolif -3 and SENP8 block-2 10.

2 neighbouring entries from above:
Screening Cc1cc(C)c(-c2cc(NC(=O)CSc3n[nH]c(N)n3)n(-c3ccccc3)n2)cc1C returned SENP6 block -18, SENP8 block-1 22, SENP1 inh 1, PfGluPho inh -8, SENP7 inh -8, HKDC1 inh 6, UBC13 polyUb -4, MIN6 prolif -4 and SENP8 block-2 -9.
O=C(NCC(c1ccco1)N1CCCC1)c1cccc(S(=O)(=O)N2CCOCC2)c1 (stereo not given) was read as SENP6 block -10, SENP8 block-1 10, SENP1 inh -1, PfGluPho inh -4, SENP7 inh -8, HKDC1 inh -2, UBC13 polyUb -8, MIN6 prolif -2 and SENP8 block-2 -9.

Random excerpt: 2 entries already listed
`COC(=O)C(NC(=O)c1cccnc1Cl)C(C)C` (stereo not given) gave SENP6 block -5, SENP8 block-1 23, SENP1 inh 1, PfGluPho inh -6, SENP7 inh -9, HKDC1 inh -8, UBC13 polyUb -9, MIN6 prolif -3 and SENP8 block-2 -8.
Cc1ccc(-c2nn(CCC(=O)NC(C)C)c(=O)c3ccccc23)cc1 was read as SENP6 block 7, SENP8 block-1 10, SENP1 inh 0, PfGluPho inh -7, SENP7 inh -9, HKDC1 inh -4, UBC13 polyUb -9, MIN6 prolif 2 and SENP8 block-2 -7.

The list continues.
For Cc1cc(C(=O)N2CCCC(CNS(=O)(=O)c3cccs3)C2)nn1C (stereo not given) the results were SENP6 block -6, SENP8 block-1 8, SENP1 inh 2, PfGluPho inh -3, SENP7 inh 2, HKDC1 inh -10, UBC13 polyUb 7, MIN6 prolif 0 and SENP8 block-2 3.
COc1ccc(OC)c2c1cc(C(=O)N[C@H](C(=O)N1CCC[C@H]1C(=O)O)C(C)C)n2C was read as SENP6 block 20, SENP8 block-1 -162, SENP1 inh 5, PfGluPho inh -14, SENP7 inh 9, HKDC1 inh 6, UBC13 polyUb -12, MIN6 prolif 1 and SENP8 block-2 -2.
COc1ccccc1OCC(=O)N1CCC2(CC1)CC(=O)c1ccccc1O2 was read as SENP6 block 2, SENP8 block-1 -69, SENP1 inh 2, PfGluPho inh 2, SENP7 inh 6, HKDC1 inh -5, UBC13 polyUb -1, MIN6 prolif 0 and SENP8 block-2 -5.
COc1ccc(CCC(C)NCc2ccccc2OC)cc1 (stereo not given) was read as SENP6 block 6, SENP8 block-1 11, SENP1 inh 1, PfGluPho inh 10, SENP7 inh 2, HKDC1 inh -3, UBC13 polyUb 1, MIN6 prolif -2 and SENP8 block-2 -2.
For O=C(NNC(=O)C1CC=CCC1)c1ccccc1O (stereo not given) the results were SENP6 block -4, SENP8 block-1 -165, SENP1 inh 2, PfGluPho inh -36, SENP7 inh 2, HKDC1 inh -1, UBC13 polyUb 13, MIN6 prolif -5 and SENP8 block-2 0.
Screening CCSC(=Nc1ccccc1)Nc1ccccc1 returned SENP6 block -2, SENP8 block-1 8, SENP1 inh 2, PfGluPho inh 8, SENP7 inh -5, HKDC1 inh -7, UBC13 polyUb 4, MIN6 prolif -2 and SENP8 block-2 3.
Oc1c(Br)cc(Br)cc1CNc1nccs1 was read as SENP6 block -21, SENP8 block-1 24, SENP1 inh 8, PfGluPho inh 12, SENP7 inh -7, HKDC1 inh 0, UBC13 polyUb -2, MIN6 prolif -1 and SENP8 block-2 -3.
Screening CCCCn1nnnc1NCc1cc(OC)c(OC)cc1OC returned SENP6 block -20, SENP8 block-1 1, SENP1 inh -1, PfGluPho inh -8, SENP7 inh -1, HKDC1 inh -10, UBC13 polyUb 12, MIN6 prolif -4 and SENP8 block-2 -3.
For CCn1ncc(/C=N/NS(=O)(=O)c2ccc(Cl)cc2)c1C the results were SENP6 block -13, SENP8 block-1 20, SENP1 inh 2, PfGluPho inh 16, SENP7 inh 8, HKDC1 inh 4, UBC13 polyUb -9, MIN6 prolif -2 and SENP8 block-2 1.
`COc1cccc(OCc2nc3ccccc3c(=O)n2N)c1` gave SENP6 block 5, SENP8 block-1 12, SENP1 inh 0, PfGluPho inh 12, SENP7 inh 11, HKDC1 inh -7, UBC13 polyUb 14, MIN6 prolif 5 and SENP8 block-2 -8.
For CCOC(=O)N1CCC(NC(=O)c2ccc(CO)c(C(=O)NC3CCN(C(=O)OCC)CC3)c2)CC1 the results were SENP6 block -9, SENP8 block-1 14, SENP1 inh -1, PfGluPho inh 4, SENP7 inh -3, HKDC1 inh -6, UBC13 polyUb -3, MIN6 prolif -2 and SENP8 block-2 -8.
`O=C(COC(=O)c1ccc(Br)o1)NC1CCCCC1` gave SENP6 block -28, SENP8 block-1 9, SENP1 inh 0, PfGluPho inh 3, SENP7 inh 4, HKDC1 inh -10, UBC13 polyUb 0, MIN6 prolif -1 and SENP8 block-2 4.
COc1cccc(C(=O)Nc2ccc(NC(C)=O)cc2)c1 was read as SENP6 block 12, SENP8 block-1 7, SENP1 inh 3, PfGluPho inh 3, SENP7 inh 1, HKDC1 inh -8, UBC13 polyUb -17, MIN6 prolif 0 and SENP8 block-2 -5.
For CC(=O)Cc1nsc(NC(=O)c2c(-c3ccccc3Cl)noc2C)n1 the results were SENP6 block -35, SENP8 block-1 10, SENP1 inh 0, PfGluPho inh -1, SENP7 inh -10, HKDC1 inh -12, UBC13 polyUb -3, MIN6 prolif -3 and SENP8 block-2 0.

From PubChem
